Screening data from PubChem BioAssay.
HTT ATP protect = qHTS Multiplex Assay to Identify Dual Action Probes in a Cell Model of Huntington: Cytoprotection (ATP) | PC12 HTT-Q103 induced, cytoprotection, ATP luminescence, 40 h | Potency, µM (top dose mostly 56.4 µM), inactives show cytoprotection (ATP increase), hits mostly activators | hit rate 0.14% among 230,000;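 also: % of control where 0% means no effect; nearly all actives have a fitted effect of over 45% in size; toxic huntingtin expression switched on by the ecdysone agonist tebufenozide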
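Readout: ATPlite luminescence (ATP level). Model: stable PC12, inducible Htt exon1 Q103-GFP. Inducer: tebufenozide, 100 nM final. Compounds: dose series. No G418 in medium.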
Tau FP inhib = qHTS for Inhibitors of Tau Fibril Formation, Fluorescence Polarization; K18 P301L tau heparin fibrillization, Alexa594 FP, 6 h; Potency, µM (highest dose often 57.7 µM), for the others: top-dose activity, negative = inhibition, hits mostly inhibitors; hit rate 0.39% among 280,000; also: % is scaled to controls: 0 for no effect and ±100 for the full control effect; nearly all actives have a fitted effect of over 55% in size
Target sequence (P10636 561-689 P618L limits assumed): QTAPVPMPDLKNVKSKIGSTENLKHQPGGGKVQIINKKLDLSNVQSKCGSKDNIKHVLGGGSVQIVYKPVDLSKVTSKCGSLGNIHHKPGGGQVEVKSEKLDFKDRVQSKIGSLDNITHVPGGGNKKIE
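Steps: dispense K18 P301L tau (15 uM plus 0.24 uM Alexa 594 tracer, final) in pH 7 sodium acetate; add compound; add heparin (20 uM final); incubate 6 hr, 37 C; add ThT (30 uM final); after 1 hr ambient, read FP.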
Tau fibril ThT = qHTS for Inhibitors of Tau Fibril Formation, Thioflavin T Binding; recombinant tau K18 P301L, heparin-induced fibrillization, ThT fluorescence; Potency, µM (titrated, usually from 57.4 µM), inactives show at the top dose activity, negative = inhibition, usual class: inhibitors; hit rate 2.1% among 270,000; also: % is scaled to controls: 0 for no effect and ±100 for the full control effect; nearly all actives have a fitted effect of over 55% in size
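Heparin-induced (20 uM) aggregation of recombinant human K18 P301L tau, 15 uM unlabeled with 0.24 uM labeled, pH 7 acetate buffer, 6 hr at 37 C with compound. Fibrils quantified by 30 uM ThT fluorescence after 1 hr ambient incubation.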
HttQ103 aggreg = qHTS Multiplex Assay to Identify Dual Action Probes in a Cell Model of Huntington: Aggregate Formation (GFP). AID 1688, 2009. PC12 HttQ103-GFP aggregates, Acumen cytometry, 40 h. hit rate 1.1% among 220,000. Potency, µM (series often up to 46.1 µM), without a hit: at the top dose activity change, negative = inhibition, usual class: inhibitors; also: % is scaled to controls: 0 for no effect and ±100 for the full control effect; nearly all actives have a fitted effect of over 60% in size
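PC12/HTTQ103-GFP, ecdysone-inducible; teb 100 nM; cpd qHTS titration; GFP aggregates read on laser cytometer, Ex 488/Em 500-530 nm.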
Tau fluor cs = Counterscreen qHTS for Inhibitors of Tau Fibril Formation, Fluorescence Polarization; Potency, µM (titrated, usually from 57.7 µM), for inactives: top-dose activity change, negative = decrease; tau K18 P301L Alexa594 fluorescence, heparin fibrillization; hit rate 0.93% among 280,000; also: % is scaled to controls: 0 for no effect and ±100 for the full control effect; nearly all actives have a fitted effect of over 55% in size
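Human tau K18 P301L (15 uM unlabeled, 0.24 uM Alexa 594-labeled) in 100 mM sodium acetate pH 7 with 20 uM heparin, 6 hr at 37 C. ThT 30 uM added, 1 hr ambient; Alexa 594 FP and total fluorescence read at 555/632 nm.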
SMN2 splice up = qHTS Assay for Enhancers of SMN2 Splice Variant Expression; HEK293 SMN2-luciferase splicing reporter, luminescence, 30-36 h; Potency, µM (titrated, usually from 46.1 µM), without a hit: top-dose activity change, positive = activation, usual class: activators; hit rate 2.8% among 210,000; AID 1458, 2008; also: % of control where 0% means no effect; nearly all actives have a fitted effect of over 55% in size
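qHTS luciferase splicing reporter: luminescence rises when SMN2 exon 7 is included in transfected HEK293 cells. Compound exposure lasted 30-36 h at 37C, with 4.5 mM final sodium butyrate as control, followed by a ONE-Glo read.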
JMJD2E inh = qHTS Assay for Inhibitors of Human Jumonji Domain Containing 2E (JMJD2E); Lysine-specific demethylase 4E (Homo sapiens), B2RXH2; JMJD2E catalytic domain, FDH-coupled NADH fluorescence (FDH is formaldehyde dehydrogenase); Potency, µM (doses to about 57.1 µM), inactives show at the highest dose activity change, negative = inhibition, usual class: inhibitors; hit rate 1.6% among 230,000; active = well fitted inhibition curve with a large enough effect, not every such curve was filed as active; inconclusive = small, poorly fitted or top-dose-only effect, or another doubt; inactive = no such curve, though single readings can be large or run the other way;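 also: 0% = wells with enzyme and -100% = buffer wells without enzyme; nearly all actives have a fitted effect of over 50% in size; many of its hits are not listed in these tables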
Target sequence (B2RXH2 1-337 limits assumed): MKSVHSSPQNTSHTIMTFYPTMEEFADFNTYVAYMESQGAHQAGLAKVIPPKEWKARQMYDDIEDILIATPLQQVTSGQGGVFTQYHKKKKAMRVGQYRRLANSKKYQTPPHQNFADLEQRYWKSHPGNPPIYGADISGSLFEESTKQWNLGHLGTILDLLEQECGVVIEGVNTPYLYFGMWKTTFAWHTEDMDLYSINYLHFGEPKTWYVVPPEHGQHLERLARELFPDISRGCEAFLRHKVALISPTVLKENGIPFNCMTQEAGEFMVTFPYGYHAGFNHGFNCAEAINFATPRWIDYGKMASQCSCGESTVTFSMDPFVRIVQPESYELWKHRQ
ALDH1A1 block = qHTS Assay for Inhibitors of Aldehyde Dehydrogenase 1 (ALDH1A1) | hit rate 7.3% among 220,000 | Purified ALDH1A1, NADH fluorescence, propionaldehyde substrate | AID 1030, 2008 | Aldehyde dehydrogenase 1A1 (Homo sapiens), P00352 | Potency, µM (series often up to 75.3 µM), for inactives: top-dose activity, negative = inhibition, actives largely listed as inhibitors; active = well fitted inhibition curve with a large enough effect, not every such curve was filed as active; inconclusive = small, poorly fitted or top-dose-only effect, or another doubt; inactive = no such curve, though single readings can be large or run the other way;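 also: plate controls were no enzyme wells and a reference inhibitor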
Target sequence (P00352 whole entry, looked up): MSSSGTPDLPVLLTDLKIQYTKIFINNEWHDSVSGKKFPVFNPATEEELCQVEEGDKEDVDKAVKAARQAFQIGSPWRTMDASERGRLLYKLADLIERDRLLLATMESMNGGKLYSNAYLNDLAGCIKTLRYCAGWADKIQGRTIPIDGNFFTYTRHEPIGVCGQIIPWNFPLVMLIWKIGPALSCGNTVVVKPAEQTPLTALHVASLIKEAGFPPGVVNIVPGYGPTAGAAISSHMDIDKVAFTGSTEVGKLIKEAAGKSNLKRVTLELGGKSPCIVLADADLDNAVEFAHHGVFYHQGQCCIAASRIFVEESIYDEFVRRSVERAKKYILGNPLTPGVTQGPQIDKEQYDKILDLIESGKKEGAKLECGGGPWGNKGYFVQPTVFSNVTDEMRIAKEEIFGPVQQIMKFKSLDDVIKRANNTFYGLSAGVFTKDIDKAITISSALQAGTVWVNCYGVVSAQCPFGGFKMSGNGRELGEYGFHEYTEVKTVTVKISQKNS
Starred values were filed as active, the others as inactive; u = inconclusive; x = no result given; [ ] = dose if it differs, or a comment. Unless noted, calls follow the shape of the dose curve; as a rule, active = well fitted curve in the direction sought with a large enough effect; inconclusive = small, poorly fitted or top-dose-only effect, or another doubt; inactive = no such curve, though single readings can be large; an effect the other way counts as inactive or inconclusive. Potency is read from the fitted curve at half-maximal effect.

compound	HTT ATP protect	Tau FP inhib	Tau fibril ThT	HttQ103 aggreg	Tau fluor cs	SMN2 splice up	JMJD2E inh	ALDH1A1 block
CC(C)CCn1c(COc2ccccc2)n[nH]c1=S	5%	-7%	11%	10%[9.22 µM]	6%	-2%	-10%	-11%
CCN(CC)C(=O)C(=O)c1cccn1-c1ccccc1C#N	-18%	-2%	-5%	-11%	-7%	18%	4%	0%
CC12CN3CCN(CC(C3)/C1=N\N=C1/C3CN4CCN(C3)CC1(C)C4)C2	13%[10 µM]	12%	7%	26%	12%	-8%	4%	5%
CCOC(=O)N/N=C1/C[C@@H](O)[C@@H](O)[C@@H]2[C@@H]3C(=O)N(c4cccc(Oc5ccccc5)c4)C(=O)[C@H]3CC[C@@H]12	-66%[inhibitor][10 µM]	-4%[11.6 µM]	-6%[11.5 µM]	x	-5%[11.6 µM]	x	x	22%[13.5 µM]
COc1ccc(-n2nc(C(=O)Nc3cc(OC)c(OC)c(OC)c3)c3ccccc3c2=O)c(OC)c1	-37%[inhibitor]	-6%	-15%	5%	-22%	x	19%	8%
Cc1ccc(/C=C2\SC(=S)N(CC(=O)Nc3cccnc3)C2=O)cc1	-24%	-11%	-10%	-6%	-25%	x	-4%	15%
COc1cc2c(=O)c(S(=O)(=O)c3ccccc3)cn(CC(=O)Nc3ccccc3C)c2cc1OC	x	-12%	-4%	x	-15%	-13%	x	x
COc1ccc(OC)c(C2CC(=O)Nc3n[nH]c(-c4ccccc4)c32)c1 (stereo unspecified)	38%[10 µM]	2%	1%	20%[9.22 µM]	7%	5%	6%	5%
O=C(Nc1ccc(Oc2ncnc3cc(Cl)ccc23)nc1)c1cccs1	29%[10 µM]	3%	x	3%[9.22 µM]	-9%	x	-5%	x
CC(=O)NC(CCS(C)(=O)=O)C(=O)Nc1ccc(Cl)c(Cl)c1 (stereo unspecified)	8%[10 µM]	-3%	-4%	-27%	0%	0%	0%	4%
Cc1cccc(NC(=O)c2ccc3nsnc3c2)c1C	1%[10 µM]	-1%	u	-13%[9.22 µM]	-3%	x	5%	-4%
CC(C)CN(CCCNC(=O)CN1C(=O)COc2ccc(S(=O)(=O)N3CCCC3)cc21)CC(C)C	-33%[inhibitor]	-10%	-7%	-3%	-7%	-15%	-1%	4%
CCSc1nc(-c2ccco2)ccc1C#N	-14%[0.074 µM]	-18%	u	23%	-21%	-3%	u	u
O=C(Cn1cnc2c(nnn2Cc2ccccc2)c1=O)N1CCCc2ccccc21	5%[10 µM]	3%	1%	-8%	-3%	19%	-3%	-5%
CCC(CC)c1nn2c(=O)cc(COc3ccc(NC(=O)c4ccccc4C)cc3)nc2s1	x	-7%	u	x	4%	8%	x	x
NC(=NCCc1c[nH]c2ccccc12)NS(=O)(=O)c1ccc(F)cc1	31%[10 µM]	2%	0%	-10%	-8%	-39%[inhibitor]	1%	6%
COc1ccc(-c2cc(C(=O)Oc3ccc(Cl)cc3)c3ccccc3n2)cc1	x	u	-10%	x	-9%	3%	x	x
COc1cccc(C(=O)Nc2ccc3nc(N4CCN(c5ncccn5)CC4)cc(C)c3c2)c1OC	u	9%	8.9µM*	u	-30%	-90%[inhibitor]	u	u
CCOC(=O)N1CCN(C(=O)CCSCCc2ccncc2)CC1	-22%	0%	-11%	-21%	-5%	-18%	4%	u
CC(=O)Nc1ccc(NC(=O)CN2C(=O)CC(c3ccco3)Sc3ccccc32)cc1 (stereo unspecified)	x	1%	-4%	x	-16%	-6%	x	x
COc1ccc(N(CC(=O)Nc2c(C)n(C)n(-c3ccccc3)c2=O)S(=O)(=O)c2ccc(F)cc2)cc1	30%[0.074 µM]	-7%	6%	10%	4%	6%	4%	7%
Cc1ccc(S(=O)(=O)N2CCOCC2)cc1NC(=O)COC(=O)CCC(=O)c1cccs1	-11%	-9%	-5%	1%	-17%	-7%	4%	4%
COc1ccc(C(=O)Nc2cccc(N(C)S(C)(=O)=O)c2)cc1OC	-30%	-2%	-2%	-15%	3%	13µM*	-3%	-1%
O=C(c1ccc([N+](=O)[O-])o1)N1CCc2ccccc2C1	5%[10 µM]	-5%	x	-6%[9.22 µM]	1%	x	0%	x
Cc1ccc(C(=O)NCc2ccc3c(c2)CCO3)cc1C	12%[10 µM]	4%	-5%	11%[9.22 µM]	-5%	x	-8%	x
O=c1c2sc3ccccc3c2n(Cc2ccc(Cl)cc2)c(=O)n1Cc1ccco1	x	-8%	10%	x	4%	-5%	x	x
COC(=O)C1=C(C(=O)OC)[C@@H]2N(C)c3ccccc3[C@@]23C[C@@H](C(=O)OC)N(S(=O)(=O)c2c(C)noc2C)C3=N1	u	-2%[11.6 µM]	0%[11.5 µM]	x	-6%[11.6 µM]	-1%[9.22 µM]	-3%[11.4 µM]	7%[13.5 µM]
CC(=O)c1ccc(N2CCC(c3cc(-c4ccc(Cl)cc4)n[nH]3)CC2)c([N+](=O)[O-])c1	-76%[inhibitor]	u	4.5µM*	u	u	-81%[inhibitor]	4%	-15%
CCN(CC)c1cc2nonc2c2nonc12	-39%[inhibitor]	0%	-21%	0%	-13%	-1%	-3%	-4%
C/C(CS(=O)(=O)c1ccc(Cl)c(Cl)c1)=N/NC(N)=S	31%[10 µM]	0%	3%	-5%[9.22 µM]	1%	-46%	9%	2%
COc1ccc(NC(=O)CCc2nnc3n(Cc4ccc(C)cc4)c(=O)c4ccccc4n23)cc1	x	-5%	-2%	x	-13%	3%	x	x
CCOC(=O)c1ccccc1NC(=O)c1ccc(NS(C)(=O)=O)cc1	5%[10 µM]	-15%	-8%	-11%	-22%	-2%	-8%	u
O=C(c1ccccc1)N1CCCC(C(=O)N2CCc3ccccc3C2)C1 (stereo unspecified)	u	-3%	-10%	9%	-6%	-2%	2%	u
COc1ccccc1C1CCN(Cc2cccc([N+](=O)[O-])c2)CC1	-7%[10 µM]	-1%	-9%	9%[9.22 µM]	-11%	x	1%	x
Cc1cccc(OCC(=O)NCC(=O)n2nc(C)cc2C)c1	9%	-1%	3%	-2%	-1%	u	3%	4%
COc1ccc2nc(C)cc(SCC(=O)N/N=C/c3c(OC)ccc4ccccc34)c2c1	-42%[10 µM]	5%	6%	5%	1%	-12%	-4%	u

SMN2 splice up, hit marks shown above
Molecule	Tau FP inhib	Tau fibril ThT	HttQ103 aggreg	SMN2 splice up	JMJD2E inh	ALDH1A1 block
COc1ccc(C(=O)Nc2cccc(N(C)S(C)(=O)=O)c2)cc1OC	-2%	-2%	-15%	13µM*	-3%	-1%

By substructure, the entries above with an NH in an aromatic ring.
compound	HTT ATP protect	Tau FP inhib	Tau fibril ThT	HttQ103 aggreg	Tau fluor cs	SMN2 splice up	JMJD2E inh	ALDH1A1 block
CC(C)CCn1c(COc2ccccc2)n[nH]c1=S	5%	-7%	11%	10%[9.22 µM]	6%	-2%	-10%	-11%
COc1ccc(OC)c(C2CC(=O)Nc3n[nH]c(-c4ccccc4)c32)c1 (stereo unspecified)	38%[10 µM]	2%	1%	20%[9.22 µM]	7%	5%	6%	5%
NC(=NCCc1c[nH]c2ccccc12)NS(=O)(=O)c1ccc(F)cc1	31%[10 µM]	2%	0%	-10%	-8%	-39%[inhibitor]	1%	6%
CC(=O)c1ccc(N2CCC(c3cc(-c4ccc(Cl)cc4)n[nH]3)CC2)c([N+](=O)[O-])c1	-76%[inhibitor]	u	4.5µM*	u	u	-81%[inhibitor]	4%	-15%

Continuation.
compound	HTT ATP protect	Tau FP inhib	Tau fibril ThT	HttQ103 aggreg	Tau fluor cs	SMN2 splice up	JMJD2E inh	ALDH1A1 block
COC(=O)C1CCCCN1C(=O)CCc1nnc(CCc2c[nH]c3ccccc23)o1 (stereo unspecified)	-17%[10 µM]	-1%	-16%	-12%[9.22 µM]	-11%	x	-3%	22µM*
CC(C)(C)C(=O)OCc1cn(-c2ccc(Cl)cc2)nn1	-19%	-1%	-1%	2%	-5%	0%	2%	-14%
C=CCN(CC=C)S(=O)(=O)c1ccc(NC(=S)NC(=O)/C=C/c2ccc(C)cc2)cc1	-24%	-6%	-9%	-3%	-7%	-30%[inhibitor]	10%	-4%
COc1cc(C=O)ccc1OCCCCOc1ccccc1[N+](=O)[O-]	x	-3%	u	5%	0%	4%	-2%	5µM*
CCCCCCCC(=O)OCCOC(=O)CCCCCCC	x	2%	-12%	x	-15%	x	x	12%
COc1ccc(Cn2cnc3sccc3c2=O)cc1	-21%	2%	-3%	9%	1%	-15%	0%	0%
O=C(CNC(=O)c1ccccc1)NC1(C(=O)NC2CCCC2)CCCCC1	-74%[inhibitor]	u	-11%	-5%	2.8µM*[quencher]	x	-2%	0%
Cc1cccc(-c2nc(=S)c3c(n2Cc2ccco2)CCCC3)c1	4%	0%	1%	u	3%	x	7%	u
Cc1ccc(-c2cc(C(=O)Nc3nccs3)c3ccccc3n2)o1	x	-5%	u	-4%	-29%	-34%[inhibitor]	u	u
O=C(NNC(=S)Nc1ccccc1)c1ccc2ncccc2c1	x	-3%	u	19%	-6%	14%	-4%	22µM*

Not all compounds are listed (hit frequency here may not be typical).
